GCN5L2 inh: GCN5L2 (KAT2A) acetyltransferase inhibition. Q92830. GCN5L2 HAT assay, ThioGlo1 CoA-SH fluorescence. Potency, µM (titrated, usually from 58.9 µM), for the others: top-dose activity change, negative = inhibition, hits mostly inhibitors. actives 0.21% (n = 390,000). AID 504327
Target sequence (Q92830 whole entry, looked up): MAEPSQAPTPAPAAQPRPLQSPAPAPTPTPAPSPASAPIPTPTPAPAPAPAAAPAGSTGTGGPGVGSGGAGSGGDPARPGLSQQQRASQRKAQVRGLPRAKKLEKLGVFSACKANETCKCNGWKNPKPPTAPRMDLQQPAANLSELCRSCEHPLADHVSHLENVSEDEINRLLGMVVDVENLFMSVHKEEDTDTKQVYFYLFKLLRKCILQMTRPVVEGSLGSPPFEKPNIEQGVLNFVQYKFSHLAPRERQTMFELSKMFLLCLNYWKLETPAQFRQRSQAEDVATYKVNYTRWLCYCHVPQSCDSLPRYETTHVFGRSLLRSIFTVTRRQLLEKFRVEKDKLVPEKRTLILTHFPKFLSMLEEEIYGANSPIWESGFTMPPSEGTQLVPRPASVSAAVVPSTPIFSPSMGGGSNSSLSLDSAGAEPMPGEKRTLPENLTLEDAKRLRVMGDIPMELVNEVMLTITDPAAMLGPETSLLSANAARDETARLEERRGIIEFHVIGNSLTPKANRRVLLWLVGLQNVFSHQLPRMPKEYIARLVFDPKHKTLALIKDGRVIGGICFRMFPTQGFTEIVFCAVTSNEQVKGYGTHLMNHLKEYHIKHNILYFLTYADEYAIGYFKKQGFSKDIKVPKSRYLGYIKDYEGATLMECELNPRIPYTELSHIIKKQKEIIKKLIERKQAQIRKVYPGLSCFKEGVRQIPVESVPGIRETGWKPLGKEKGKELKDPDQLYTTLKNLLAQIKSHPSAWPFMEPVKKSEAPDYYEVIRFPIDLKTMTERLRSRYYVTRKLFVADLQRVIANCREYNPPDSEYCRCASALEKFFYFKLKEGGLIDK
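Compounds, pin-transferred from DMSO stocks, meet 20nM GCN5L2 for 15 min before the reaction begins with H3(1-25) peptide (75uM) and acetyl-CoA (70uM). Thiol-reactive ThioGlo1 reports CoA release over 20 min at room temperature.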
FEN1 inh: blocks human flap endonuclease 1; actives 0.35% (n = 390,000); AID 588795; Recombinant FEN1 flap cleavage, fluorescence, 15 min; Potency, µM (highest dose often 114 µM), for inactives: at the highest dose activity change, negative = inhibition, hits mostly inhibitors; further: nearly all actives have a fitted effect of over 65% in size
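Concentration–response screening of FEN1 (10 nM): 15 min compound preincubation at room temperature, reaction started with 50 nM substrate and read at 0 and 15 min. Corrected, normalized data were fitted by a four-parameter Hill equation.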
DT40 TDP1 CPT: DT40-hTDP1 cell growth loss with CPT; chicken DT40 Tdp1-/-;hTDP1 cells + 20 nM CPT, ATP luminescence, 48 h; Potency, µM (top dose mostly 46.2 µM), without a hit: top-dose activity change, negative = growth inhibition, most hits filed as inhibitors; actives 12% (n = 420,000); AID 686979; further: nearly all actives have a fitted effect of over 55% in size
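Chicken DT40 Tdp1-/- cells stably complemented with human TDP1 were seeded at 400 cells/well in medium containing 20 nM camptothecin, exposed to pin-transferred compounds, and grown at 37 °C for at least 48 hr. Viability was read as ATP luminescence.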
An asterisk follows results filed as active; ? = inconclusive; . = not tested or not shown; & = joins results of further samples; ! = a repeat was not active; [ ] = another dose, or the depositor's remark. The call rests on the fitted dose curve; in most records, active means well fitted curve in the direction sought with a large enough effect; inconclusive means small, poorly fitted or top-dose-only effect, or another doubt; inactive means no such curve, though single readings can be large; an effect the other way counts as inactive or inconclusive. On the % scale 0 is the no-effect control and ±100 the full control effect; potency means the concentration at half of the fitted maximal effect. This is a subset; the hit share may differ from the screen's.

Sequence of screens – GCN5L2 inh	FEN1 inh	DT40 TDP1 CPT
CCN(CC)C(=O)c1sc2c(c1C)c(=O)n(-c1ccccc1)c(=O)n2Cc1c(C)cc(C)cc1C
  -3%	-3%	?
COc1cccc(NC(=O)CCNS(=O)(=O)c2ccc3c(c2)CCCC(=O)N3)c1
  -7%	0%	2%
CCCc1cc(=O)n2[nH]c(-c3ccc(C)cc3)cc2n1
  -6%	-8%	?
Cc1cc(S(=O)(=O)Nc2cccnc2)c(Cl)cc1Cl
  -4%	2%	3%
O=CNC1c2ccccc2CCc2ccccc21
  .	-2%	-6%
CCOc1ccc(C2SCC(=O)N2c2c(C)n(C)n(-c3ccccc3)c2=O)cc1 (stereo unspecified)
  0%	-7%	7%
O=C(OCCN1CCOCC1)c1cccnc1
  1.1µM*!	-5%&6%	-11%&-2%
Cn1cccc1Cc1nnc(SCC(=O)NCCc2ccccc2)n1-c1ccc(F)cc1
  -7%	1%	?
Cn1c(COc2ccc3ccccc3c2)nnc1SCC(=O)O
  -6%	-1%	-5%
O=C1CC(c2ccco2)CC2=C1C(c1ccccc1)n1nc(C(F)(F)F)nc1N2 (stereo unspecified)
  -11%	?	-13%
C=CCc1cccc2cc(C(=O)N3CCOCC3)c(=O)oc12
  -7%	-12%	-4%
O=C1C(Cc2ccccc2)Nc2ncnc(N3CCCCC3)c2N1Cc1ccc(Cl)cc1 (stereo unspecified)
  -8%	-23%	?
COCCc1ccc(OCC(O)CNC(C)C)cc1 (stereo unspecified)
  ?	20%&4%&-5%	?
COc1ccc(CNC(=O)c2cc(C(=O)C3CC3)c[nH]2)cc1
  0%	6%	?
COc1ccc(CNC(=O)CS(=O)(=O)Cc2nc(-c3cccc(OC)c3)oc2C)cc1
  -10%	-11%	?
O=C(Nc1nnc2n1CCS2)c1ccccc1
  3%	-8%	?
CCOc1ccc(CCNC(=O)Cc2ccc(NC(=O)N3CCSc4ncccc43)cc2)cc1
  -8%	-4%	?
O=C(NCCc1ccccc1)C1CCCN(c2cnccn2)C1 (stereo unspecified)
  -1%	23%	-3%
CCCc1nnc(NC(=O)CCC(=O)N2CCN(c3nc(C)cc(C)n3)CC2)s1
  2%	-9%	-20%
Cc1ccc(-n2nnnc2-c2nc3ccccc3s2)cc1
  -3%	-1%	?
COc1ccc(N/N=C(C)/C(=N/O)C(=O)Nc2ccccc2)cc1
  -26%	-9%	?
Cc1ccc(NC(=O)COC(=O)COc2ccc(Cl)cc2C)c([N+](=O)[O-])c1
  -10%	2%	0%
CC(C)[C@@H](NC(=O)C1CCC(CNC(=O)[C@H](Cc2ccccc2)NC(=O)OC(C)(C)C)CC1)C(=O)O (stereo partly specified)
  1%	-8%	1%
CCOC(=O)c1ccc(N=C2NC(=O)CS2)cc1
  -10%	-17%	-9%
CC/C(=N\NS(=O)(=O)c1ccc(C)cc1)c1ccco1
  -5%	2%	14%
COCCNc1nc2c(S(=O)(=O)c3ccccc3)nnn2c2ccc(Cl)cc12
  -8%	3%	-23%
C=C1CCC[C@]2(C)C[C@H]3OC(=O)C(CNCC(C)C)[C@H]3CC12 (stereo partly specified)
  -15%	0%	?
Cc1ccc(C)c(NC(=O)CSc2nnc3n2CCCCC3)c1
  9%	34%[activator]	-8%
CN(C)c1ccc(CN(CC2CCCO2)C(=O)COc2ccccc2Cl)cc1 (stereo unspecified)
  -3%	-5%	?
O=C(NCc1csc2ccc(Cl)cc12)Nc1ccccc1
  0%	-1%	?
CCN1CCN(CC#CCOc2ccccc2OC)CC1
  -28%	1%	1%
COc1ccc(S(=O)(=O)N2CCC(N3CCCC3)CC2)cc1
  1%	0%	-1%
CC(Oc1ccccc1)C(=O)N1CCN(C(=O)C(C)Oc2ccccc2)CC1 (stereo unspecified)
  -18%	-9%	-2%
N#C/C(=C\C1CC=CCC1)c1nc2ccccc2[nH]1 (stereo unspecified)
  -1%	-6%	-13%
O=C(CSc1nnc(-c2ccncc2)n1Cc1ccco1)OC1CCCCC1
  -21%	11%	-24%
O=C(c1cnccn1)N1CCC2(CC1)CN(Cc1cc(C(F)(F)F)cc(C(F)(F)F)c1)C2
  -5%	.	3%
Cc1nc(N2CCOCC2)c2c(C)c(C(=O)Nc3ccc(C(F)(F)F)cc3)sc2n1
  -16%	-1%	?
CN(C)S(=O)(=O)c1cccc(NC(=O)CCSc2ccc(Cl)cc2)c1
  -11%	-14%	?
COCCCNc1nc2c(-c3ccc(C)cc3)nnn2c2ccccc12
  -7%	17%	-7%
Cc1ccc(C2CC(C(F)(F)F)n3ncc(C(=O)NCc4ccco4)c3N2)cc1 (stereo unspecified)
  -6%	-25%	-28%

Next section; the last five above are carried over.
Sequence of screens – GCN5L2 inh	FEN1 inh	DT40 TDP1 CPT
O=C(c1cnccn1)N1CCC2(CC1)CN(Cc1cc(C(F)(F)F)cc(C(F)(F)F)c1)C2
  -5%	.	3%
Cc1nc(N2CCOCC2)c2c(C)c(C(=O)Nc3ccc(C(F)(F)F)cc3)sc2n1
  -16%	-1%	?
CN(C)S(=O)(=O)c1cccc(NC(=O)CCSc2ccc(Cl)cc2)c1
  -11%	-14%	?
COCCCNc1nc2c(-c3ccc(C)cc3)nnn2c2ccccc12
  -7%	17%	-7%
Cc1ccc(C2CC(C(F)(F)F)n3ncc(C(=O)NCc4ccco4)c3N2)cc1 (stereo unspecified)
  -6%	-25%	-28%
Cc1cccc(NC(=S)NC(NC(=O)c2ccco2)C(Cl)(Cl)Cl)c1 (stereo unspecified)
  -9%	0%	?
COCCN(C(=O)c1ccccc1F)c1nnc(-c2ccc(OC)cc2)s1
  -6%	-22%	?
CN(C1CCCCC1)C(CNS(=O)(=O)c1ccccc1)c1ccccc1 (stereo unspecified)
  -7%	2%	?
COc1ccc(Cl)cc1NC(=O)CSc1nc(NS(=O)(=O)c2ccccc2)cc(=O)[nH]1
  1%	-3%	5%
CCOC(=O)N1CCN(C(=O)c2ccc3nc(SCc4ccc(F)cc4)n(C)c3c2)CC1
  -8%	0%	23µM*
COc1cccc(C(=O)Nc2ccccc2SCc2cc(=O)c3cccc(C)c3[nH]2)c1
  1%	8%	-27%
Cc1ccc(S(=O)(=O)c2cn(C)c3cc(N4CCCC4)c(F)cc3c2=O)c(C)c1
  -7%	-5%	?
CCc1ccc(NC(=O)Cn2c(=O)n(CCC(=O)NCc3ccc4c(c3)OCO4)c(=O)c3ccccc32)cc1
  0%	-8%	?
Cc1cccc(NC(=O)Nc2cccc(Oc3c(F)c(F)c(F)c(F)c3F)c2)c1
  0%	0%	?
c1ccc(-c2nc(N3CCCCCC3)nc(-n3ccnc3)n2)cc1
  -5%	-8%	?
CCOC(=O)c1c(CSC(=N)N)n(-c2ccc(Br)cc2)c2cc(Br)c(OC(C)=O)cc12
  -6%	16%	?
O=[N+]([O-])c1ccccc1/C=C/C=N/n1c(-c2ccccc2)n[nH]c1=S
  -10%	-3%	-21%
O=C(Cn1c(=O)n(Cc2ccc3c(c2)OCO3)c(=O)c2oc3ccccc3c21)Nc1ccccc1F
  -7%	-4%	-21%
Oc1ccccc1CNc1nccs1
  -6%	7%	19%
CCCOc1ccc(Cc2c(O)nc(SC)[nH]c2=O)cc1
  2%	-10%	-13%
O=C(Nc1ccc(F)cc1F)c1cccnc1
  -3%	-2%	-10%
CCn1c(SCCN2CCCCC2)nnc1-c1ccc(S(=O)(=O)N2CCOCC2)cc1
  -6%	8%	-14%
COc1ccc(Cl)cc1-c1nc(SCC(=O)NC2CCCC2)n[nH]1
  -4%	-2%	?
COc1cc(CNC(C)c2ccccc2)cc(Br)c1OCc1ccc(F)cc1 (stereo unspecified)
  ?	-26%	?
O=C(O)c1ccccc1-c1ccccc1C(=O)Nc1ccc2c(c1)CCC2
  -7%	9%	10%
CCSc1nnc(Cc2cc(=O)[nH]c(=O)[nH]2)n1-c1ccc(F)cc1
  -6%	17%	7%
Cc1cccc(-n2c(=S)[nH]c3sc4c(c3c2=O)CCc2ccccc2-4)c1
  ?	-1%	9.2µM*
Nc1nnc(SCC(=O)NC2CCCCCCC2)s1
  -13%	-2%	-6%
O=C(c1ccc(S(=O)(=O)N2CCCCCC2)cc1)N1CCN(Cc2ccccc2)CC1
  -7%	-6%	-30%
N#CCCN(C(=O)CSc1n[nH]c(=O)[nH]c1=O)c1ccccc1
  0%	5%	9%
CNS(=O)(=O)c1cc(C(=O)NCc2ccco2)ccc1Cl
  -7%	2%	-10%
Nc1c(C(=O)Nc2cccc(F)c2)c2ccccn2c1C(=O)c1ccccc1
  -2%	-2%	-16%
COC(=O)c1sccc1NC(=O)C1CC2CCC1C2 (stereo unspecified)
  2%	-8%	-1%
CCc1ccc(OCC(=O)N(Cc2ccc(C(C)C)cc2)C2CCS(=O)(=O)C2)cc1 (stereo unspecified)
  -14%	?	16µM*
CC(Sc1nnc(-c2ccccc2)n1C)C(=O)NCc1ccco1 (stereo unspecified)
  .	-2%	-26%
CC(NC(=S)Nc1cccc(F)c1)C(c1cccs1)N1CCOCC1 (stereo unspecified)
  -14%	-2%	?
Cc1cc(O)c(-c2n[nH]c3c2C(c2cccc(O)c2)N(Cc2cccnc2)C3=O)cc1Cl (stereo unspecified)
  -2%	-17%	?
Cc1ccc2oc(C(=O)N(Cc3ccc(N(C)C)cc3)C3CCS(=O)(=O)C3)c(C)c2c1 (stereo unspecified)
  ?	-3%	?
Cc1cccc(N(C)S(=O)(=O)c2ccc3c(c2)NC(=O)CC(=O)N3)c1
  1%&-6%	20%&19%	0%&3%
Cc1c(C(=O)NN2CCOCC2)cccc1[N+](=O)[O-]
  .	9%	5%
O=C(COC(=O)c1cc(Cl)ccc1[N+](=O)[O-])NCc1ccc(Cl)cc1Cl
  -2%	-16%	-30%
COc1ccc(-c2csc(/C(C#N)=C(\O)CSc3nccn3C)n2)cc1OC
  -11%	2%	?
OCCNc1nc(-c2ccccc2)c2ccccc2n1
  -7%	-24%	?
Fc1ccccc1NC(=S)NCCc1ccc(Cl)cc1
  0%	7%	?
CCOc1ccc(C(=O)NCC(=O)Nc2ccc(N3CCOCC3)cc2)cc1OCC
  4%	-10%	-28%

Two records drawn at random from those above:
Sequence of screens – GCN5L2 inh	FEN1 inh	DT40 TDP1 CPT
Cc1cc(O)c(-c2n[nH]c3c2C(c2cccc(O)c2)N(Cc2cccnc2)C3=O)cc1Cl (stereo unspecified)
  -2%	-17%	?
COc1ccc(-c2csc(/C(C#N)=C(\O)CSc3nccn3C)n2)cc1OC
  -11%	2%	?

The listing continues.
Sequence of screens – GCN5L2 inh	FEN1 inh	DT40 TDP1 CPT
Cc1ccc(NS(=O)(=O)c2ccc(-n3cccn3)cc2)cc1C
  -3%	-14%	?
CCOC(=O)CC(N)c1ccc2c(c1)OCO2 (stereo unspecified)
  1%	-4%	-20%
CCCCC(O)(CCN1CCOCC1)c1ccc(Cl)cc1 (stereo unspecified)
  -2%	6%	?
Cc1cc(C)n(-c2ncccc2[N+](=O)[O-])n1
  0%	4%	7%
COc1cccc(CNC(=O)COC(=O)c2cc(Br)c(Br)s2)c1
  -1%	8%	-9%
O=[N+]([O-])c1ccccc1/C=C/CN1CCN(Cc2ccc3c(c2)OCO3)CC1
  -2%	15%	-11%
CCN(CC)S(=O)(=O)c1cccc(C(=O)NC2=NCCS2)c1
  0%	0%	32%[activator]
CCN(CC)c1ccc(/C=N/N=C(c2ccccc2)c2ccccc2)c(O)c1
  -11%	-4%	?
N#CCC(=O)Nc1nc(-c2ccc3c(c2)OCCO3)cs1
  -19%	15%	-19%
N#CCCN(C(=O)COC(=O)CSc1ccc(Cl)cc1)c1ccccc1
  -3%	-3%	-15%
CCOc1ccc(OCC)c(Nc2nc3ccc(C(=O)c4ccccc4)cc3n3cnnc23)c1
  -1%	18%	-20%
CCOc1ccc(C(CC(=O)O)NC(=O)COc2ccccc2)cc1 (stereo unspecified)
  -14%	-9%	-3%
COc1ccccc1-c1nnc(NC(=O)c2ccc3c(c2)OCO3)s1
  -2%	5%	2.3µM*
O=C1CCC2c3ccc4ccccc4c3CCN12 (stereo unspecified)
  -5%	3%	-6%
